# Compound activity deposited in PubChem BioAssay by National Center for Advancing Translational Sciences (NCATS).
# a7 integrin act: activates integrin-mediated alleviation for muscular dystrophy. 350,000 compounds, 0.064% hits. alpha7betagal myoblasts, beta-gal FDG fluorescence, 48 h. Potency, µM (titrated, usually from 38.3 µM), for inactives: at the top dose activation, actives largely listed as activators. AID 624291;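 also: potency is read from the fitted curve at half-maximal effect; 100% = response of the positive control SU9516; nearly all actives have a fitted effect of over 60% in size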
#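 Alpha7betagal+/- myoblasts (passage 13) were plated 16-24 hr, then exposed to compounds (1:260 dilution of DMSO stock) for 48 hours at 37C. After MPER lysis, β-galactosidase reporter activity was read as FDG fluorescence (ex 480/em 540) after 30 minutes.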
# Eya2 inh: Eya2 (human) phosphatase inhibition. O00167. recombinant Eya2, OMFP fluorescence dephosphorylation (OMFP is methylfluorescein phosphate). Potency, µM (top dose mostly 76.9 µM), inactives show at the top dose activity, negative = inhibition, most hits filed as inhibitors. 330,000 compounds, 0.006% hits; also: potency is read from the fitted curve at half-maximal effect; % is scaled to controls: 0 for no effect and ±100 for the full control effect
#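 Eya2 (0.2 uM) preincubated 10 min at ambient with compound, then OMFP substrate added at 50 uM; 10 min reaction in 50 mM HEPES pH 7.5, 50 mM NaCl, 5 uM MgCl2, 0.05% BSA, 1 mM DTT. Fluorescence read at Ex 485/Em 525 nm.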
# TRPV1 ag: agonists of human vanilloid receptor 1 (TRPV1); Q8NER1; TRPV1-expressing cells, Fluo-8 calcium influx, agonist mode; activation, % at 8.33 µM; AID 540275; 320,000 compounds, 0.19% hits; in the data active = activation above about 80%; inconclusive = between about 30% and that limit; also: 0% is about no effect
# Target sequence (Q8NER1 whole entry, looked up): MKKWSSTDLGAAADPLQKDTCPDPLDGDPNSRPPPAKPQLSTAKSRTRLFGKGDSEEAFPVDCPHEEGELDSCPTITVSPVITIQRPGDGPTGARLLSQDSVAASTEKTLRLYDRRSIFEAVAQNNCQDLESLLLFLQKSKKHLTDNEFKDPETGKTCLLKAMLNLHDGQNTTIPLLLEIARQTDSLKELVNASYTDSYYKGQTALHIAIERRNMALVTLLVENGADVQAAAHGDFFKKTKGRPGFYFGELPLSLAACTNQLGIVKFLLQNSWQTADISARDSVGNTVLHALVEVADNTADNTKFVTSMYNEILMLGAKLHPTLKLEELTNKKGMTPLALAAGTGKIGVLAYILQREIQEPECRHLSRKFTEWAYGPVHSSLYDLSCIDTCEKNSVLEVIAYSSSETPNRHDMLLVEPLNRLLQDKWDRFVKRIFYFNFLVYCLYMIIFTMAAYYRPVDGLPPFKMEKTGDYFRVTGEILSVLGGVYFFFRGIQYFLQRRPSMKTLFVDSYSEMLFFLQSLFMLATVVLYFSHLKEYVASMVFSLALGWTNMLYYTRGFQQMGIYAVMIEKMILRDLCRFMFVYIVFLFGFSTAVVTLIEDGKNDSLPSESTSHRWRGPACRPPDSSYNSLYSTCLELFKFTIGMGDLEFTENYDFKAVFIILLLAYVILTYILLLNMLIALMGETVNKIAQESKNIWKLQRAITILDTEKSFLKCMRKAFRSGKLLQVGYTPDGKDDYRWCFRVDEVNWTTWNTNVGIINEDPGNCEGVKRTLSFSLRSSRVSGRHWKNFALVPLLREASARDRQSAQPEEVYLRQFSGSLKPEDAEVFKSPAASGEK
#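 Cells expressing TRPV1 were dye-loaded with Fluo-8 and read kinetically: 10 s baseline, 3 min after compound (agonist portion), then 2 min after EC20 capsaicin (allosteric enhancer portion). Calcium-bound dye fluorescence at 480/520 nm.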
# USP2a block: inhibitors of human ubiquitin-specific protease USP2a. Potency, µM (top dose mostly 38.3 µM), for inactives: top-dose activity change, negative = inhibition, hits mostly inhibitors. O75604. AID 463254. USP2 core, Ub-CHOP2 coupled fluorogenic reporter, 485/531. 330,000 compounds, 0.01% hits;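 also: potency is read from the fitted curve at half-maximal effect; plate controls were DMSO wells for no effect and full inhibition by NEM control for full effect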
#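 USP2 core (10nM final) preincubated 30min RT with compound in 20mM Tris-HCl pH 8.0, 2mM CaCl2, 2mM beta-mercaptoethanol, 0.05% CHAPS; 25nM Ub-CHOP2 plus 25nM reporter substrate added, fluorescence (Ex485/Em531) read after 60min.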
# S-ASM inh: inhibitors of human secretory acid sphingomyelinase; Potency, µM (titrated, usually from 57.5 µM), without a hit: top-dose activity change, negative = inhibition, hits mostly inhibitors; 340,000 compounds, 0.006% hits; placental ASM, HMU-PC fluorogenic substrate, 60 min; also: potency is read from the fitted curve at half-maximal effect
#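 HMU-PC0 cleavage (9 uM final) by human placental ASM, 60 min at 37 °C following 10 min compound exposure at RT; stopped at pH 10, fluorescence Ex 386/Em 447 nm.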
# B2AR arrestin: beta2AR (human) beta-arrestin recruitment activity; beta-arrestin recruitment to beta2AR, cell-based reporter; Potency, µM (doses to about 46.1 µM), inactives show top-dose activation, most hits filed as activators; P07550; 330,000 compounds, 0.02% hits;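 also: potency is read from the fitted curve at half-maximal effect; 0% = DMSO controls and full agonism = EC100 isoproterenol or metaproterenol; nearly all actives have a fitted effect of over 65% in size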
# BRCA1 expr up: activators of BRCA1 expression. 380,000 compounds, 1.1% hits. MCF7-BRCA1-FFLuc reporter, luminescence, 48 h; response scale: scaled: vehicle 0%, 10 µM genistein 100%. Potency, µM (top dose mostly 46.1 µM), for the others: top-dose activation, hits mostly activators. AID 624202; also: potency is read from the fitted curve at half-maximal effect; nearly all actives have a fitted effect of over 80% in size; some results filed as inactive show a strong effect at the top dose
#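 MCF7-BRCA1-FFLuc cells, 2000/well in phenol-red-free MEM, attached 2 h then treated 48 h at 37 C. Luciferase luminescence read 15 min after reagent; normalized to genistein maximum activation (10microM) and DMSO, concentration-response fitted.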
# ELG1 genotoxic: genotoxicity induction in ELG1-luciferase HEK293T cells; 330,000 compounds, 1.3% hits; HEK293T ELG1-luciferase reporter, luminescence, 16 h; Potency, µM (top dose mostly 46 µM), for the others: at the top dose activity change, positive = activation, actives largely listed as activators; also: potency is read from the fitted curve at half-maximal effect; % of control where 0% means no effect; nearly all actives have a fitted effect of over 60% in size
#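 Luminescence read-out: rising ELG1-luciferase signal, reflecting elevated ELG1 protein under genetic stress, flags genotoxic compounds. Cells were treated for 16 hr at 37 °C before ONE-Glo detection.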
# TSG101-PTAP inh: blocks PTAP/TSG101 interaction to inhibit HIV-1 budding. Q99816. Fluorescence polarization, FITC-PTAP peptide / Tsg101 binding. Potency, µM (top dose mostly 115 µM), for inactives: at the top dose activity change, negative = inhibition, actives largely listed as inhibitors. 340,000 tested, under 10 active. AID 493005; active = well fitted inhibition curve with a large enough effect in the main read-out, with a control signal flat, not every such curve was filed as active; inconclusive = small, poorly fitted or top-dose-only effect, or effect the other way, or a change in a side signal; inactive = no such curve, though single readings can be large or run the other way; also: potency is read from the fitted curve at half-maximal effect; % of control where 0% means no effect
#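 Tsg101 binding domain (10 uM final) was mixed with compound and a FITC-labeled PTAP peptide (50 nM final) in HEPES pH 7.5 buffer with NaCl, Tween 20, EDTA and TCEP; fluorescence polarization was read after 20 min at r.t.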
# p53 reactivator: restores transcriptional activity of mutant p53. H1299 p53-A138V BP100-luciferase reporter, luminescence, 24 h. Potency, µM (top dose mostly 92.2 µM), inactives show at the top dose activity change, positive = activation, most hits filed as activators. 320,000 compounds, 0.063% hits. AID 504706; also: potency is read from the fitted curve at half-maximal effect; % of control where 0% means no effect; nearly all actives have a fitted effect of over 45% in size
#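 p53-null H1299 cells stably carrying temperature-sensitive p53-A138V and a BP100-luciferase reporter were pinned with compounds (4-point, 1:5 series) and held 24 hrs at 37 deg C. Luminescence was read 10 min after detection reagent.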
# uPA generation: blocks generation of uPA at the cell surface; 330,000 compounds, 0.31% hits; Potency, µM (doses to about 38.3 µM), for inactives: at the highest dose activity change, negative = inhibition, hits mostly inhibitors; cell surface uPA generation assay, qHTS; active = well fitted inhibition curve with a large enough effect; inconclusive = small, poorly fitted or top-dose-only effect; inactive = no such curve, though single readings can be large or run the other way; tested in mouse RAW 264.7 cells; also: potency is read from the fitted curve at half-maximal effect; % is scaled to controls: 0 for no effect and ±100 for the full control effect; nearly all actives have a fitted effect of over 55% in size
# An asterisk follows results filed as active; i = inactive; ? = inconclusive; . = not tested or not shown; [ ] = another dose, or the depositor's remark. Unless noted, calls follow the shape of the dose curve; as a rule, active = well fitted curve in the direction sought with a large enough effect; inconclusive = small, poorly fitted or top-dose-only effect, or another doubt; inactive = no such curve, though single readings can be large; an effect the other way counts as inactive or inconclusive.
SMILES,a7 integrin act,Eya2 inh,TRPV1 ag,USP2a block,S-ASM inh,B2AR arrestin,BRCA1 expr up,ELG1 genotoxic,TSG101-PTAP inh,p53 reactivator,uPA generation
CN(C(=O)c1ccc2nc(N)sc2c1)c1ccccc1,?,-4%,-3,-1%,2%,0.1%,-29%,-1%,-4%,23%,1%
O=C(c1ccco1)N1CCN(C2CCCC2)CC1,8%,3%,?,2%,0%,-0.8%,-5%,1%,0%,-4%,2%
Cn1c(=NC(=O)CCl)sc2ccccc21,-58%[inhibitor],12%,-4,2%,-2%,-5.2%,-94%[inhibitor],?,-1%,-13%,-7%
O=C(Nc1ccc(Br)cc1)c1cccn1-c1ncc(C(F)(F)F)cc1Cl,14%,-12%,.,-7%,-15%,-0.3%,-58%,-1%,-3%,-1%,.
CC(C)(C)NC(=O)c1ccc2c(c1)C1C3CCC(C3)C1C(c1ccccc1)N2 (stereo unspecified),-1%,-2%,26,1%,?,-1.6%,-40%,-4%,-2%,10%,0%
CSc1nc(C)c(C(=O)Nc2ccccc2)c(C)c1C#N,-2%[7.66 µM],14%,8,3%,-3%,-0.4%,6%,-3%,-5%,8%,.
COc1ccc(C2Nc3ccccc3C(=O)N2c2ccc(C)cc2)cc1Cn1nc(C)c([N+](=O)[O-])c1C (stereo unspecified),-14%,16%,1,1%,-18%,0.0%,93%,?,-6%,?,-4%
CCCCCC(=O)Nc1ccc2ccccc2c1,30%,1%,?,1%,-2%,-0.8%,2.8µM*,?,-4%,?,0%
CCc1c(O)nc(SCc2nc3ccccc3c(=O)[nH]2)[nH]c1=O,9%,-2%,3,1%,7%,0.0%,-2%,1%,-3%,6%,2%
CC(C)Oc1ccc(S(=O)(=O)N2CCOCC2)cc1NC(=O)C(C)Oc1ccc(F)cc1 (stereo unspecified),14%,-10%,?,1%,-7%,-0.4%,-6%,-1%,1%,-2%,1%
O=C(O)c1ccc(NC(=O)c2ccccc2NC(=O)c2ccccc2Cl)cc1,13%,?,1,-1%,1%,0.1%,-1%,1%,-7%,-4%,2%
Nc1ccccc1SCC(=O)Nc1cccc2ccccc12,15%,-11%,1,0%,-4%,0.1%,8%,3%,0%,.,-2%
COc1ccc(S(=O)(=O)N(C)c2ccc(C(=O)Nc3cccnc3)cc2)cc1,-8%,-2%,?,1%,-3%,0.9%,-15%,-20%,0%,-1%,2%
Cc1ccc(NC(=O)C2CC2C)cc1S(=O)(=O)N1CCOCC1 (stereo unspecified),11%,5%,4,1%,2%,-0.7%,-21%,3%,3%,-5%,-6%
Cc1ccccc1NC(=O)C1(C)Cc2ccccc2C(=O)O1 (stereo unspecified),-8%,6%,-2,4%,3%,5.8%,-16%,-1%,-2%,3%,0%
Cc1ccc(S(=O)(=O)N2CCCCC2)cc1C(=O)N1CCN(c2ccccn2)CC1,8%,7%,5,1%,1%,-0.1%,0%,-10%,-1%,-2%,-2%
CCOc1ccc(C(=O)Nc2ccc(S(=O)(=O)Nc3nccc(C)n3)cc2)cc1OCC,4%,6%,3,4%,7%,-0.2%,-24%,8%,6%,-3%,3%
NS(=O)(=O)c1ccc(CCNCC#Cc2ccccc2)cc1,7%,3%,?,0%,2%,0.1%,-3%,-2%,2%,5%,8%
CSc1ccccc1OCc1cc(C(=O)NC(C)c2cnn(C)c2)no1 (stereo unspecified),-3%,13%,6,-1%,7%,0.0%,84%,?,-2%,5%,-7%
Cc1c(C(=O)/C=C/c2cccs2)oc2ccc(F)cc12,-3%,5%,9,1%,-9%,0.2%,-30%,?,1%,?,4%
Cc1nn(-c2ccccc2)c(C)c1-c1cc(C(=O)N/N=C/c2cccnc2)[nH]n1,.,13%,0,4%,.,0.0%,.,-17%,.,0%,.
CC(=O)Nc1ccc(N(C(=O)c2cnccn2)C(C(=O)NC2CCCCC2)c2ccc(F)cc2)cc1 (stereo unspecified),11µM*,1%,4,-1%,-3%,-0.5%,12%,3%,0%,6%,0%
O=C(NC1CCCC1)c1n[nH]c2ccccc12,24%,0%,1,0%,1%,0.4%,?,?,1%,18%,1%
Nc1c(C(=O)NCc2ccco2)c2nc3ccccc3nc2n1CCc1ccccc1,-5%,-18%,4,-1%,i,-0.5%,-51%,-2%,1%,-21%,-11%
COc1ccc(/C(C)=N/NC(=O)c2nnn(-c3nonc3N)c2CN(C)c2ccccc2)cc1,-15%,4%,-1,-2%,-2%,0.2%,0%,13%,-2%,-8%,18%
# New compounds follow:
SMILES,a7 integrin act,Eya2 inh,TRPV1 ag,USP2a block,S-ASM inh,B2AR arrestin,BRCA1 expr up,ELG1 genotoxic,TSG101-PTAP inh,p53 reactivator,uPA generation
O=C(Nc1nnc(S(=O)(=O)N2CCOCC2)s1)c1ccccc1Br,-3%,?,-1,1%,-2%,-0.4%,22%,1%,-3%,.,-12%
O=C(COC(=O)/C=C/c1ccccc1Cl)NCc1ccco1,-11%,7%,?,0%,-2%,0.3%,-5%,-7%,2%,6%,-1%
COc1ccc(N2CCN(c3nc4c(C)cccn4c(=O)c3/C=C(\C#N)C(N)=O)CC2)cc1,-7%,9%,8,-9%,181%[activator],0.4%,-49%,-4%,0%,6%,-3%
COc1nn(C(C)C(=O)N2N=C(C(F)F)CC2(O)C(F)F)cc1[N+](=O)[O-] (stereo unspecified),-36%[7.66 µM],-14%,0,1%,-2%,-0.1%,-16%,-2%,-2%,0%,1%
c1ccc2c(c1)CCCN2c1nc2ccccc2n2cnnc12,-1%,-19%,.,0%,-3%,-0.1%,-39%,10%,0%,?,9%
CCOC(=O)C(=O)Nc1ccc2c(c1)OCO2,2%,.,-3,.,0%,.,6%,.,-7%,.,-2%
C=CCN1C(=O)/C(=C/c2ccc(OCC(=O)O)cc2)S/C1=N/c1nccs1,4%,-14%,-7,-2%,8%,3.1%,13%,1%,0%,-12%,-4%
O=C(O)CCCCCCCCCCCc1ccccc1,10%,-25%,5,6%,-14%,0.6%,-16%,-9%,-8%,0%,1%
COc1ccc(NC(=O)CCOc2ccccc2)cc1,20%[1.53 µM],-2%,3,0%,2%,-0.9%,?,?,-5%,?,-3%
CC(C)(C)OC(=O)N1CCCC(C(=O)Nc2ccc(C(=O)N3CCCC3)cc2)C1 (stereo unspecified),17%,4%,.,2%,3%,-0.1%,1%,1%,-5%,-1%,15%
O=C(OCC(=O)N1CCCC1=O)c1cccc([N+](=O)[O-])c1,2%,9%,-1,-2%,9%,-0.4%,-2%,-3%,1%,11%,-3%
CCOc1ccc(NC(=O)CN(C)S(=O)(=O)c2cccc3cccnc23)cc1,19%,10%,-2,-5%,-3%,-0.4%,4%,-4%,0%,-4%,-3%
OCC[C@H]1C[C@H](O)[C@@H](O)[C@@]2(CCc3ccccc3O2)O1,4%,0%,6,-1%,1%,-0.1%,-8%,-5%,-3%,1%,-1%
O=C(Nn1c(SCc2ccccc2F)nc2ccsc2c1=O)c1ccccc1,0%,-2%,-1,-2%,-18%,-0.6%,3%,2%,-5%,6%,11%
CC1CN(S(=O)(=O)c2cccc(C(=O)NCC(c3cccs3)N3CCOCC3)c2)CC(C)O1 (stereo unspecified),-11%,.,.,.,4%,.,26%,.,-6%,.,-16%
c1ccc(N2CCN(Cc3nnnn3C3CCCCC3)CC2)cc1,34%,9%,-4,-1%,1%,0.0%,-1%,3%,-3%,0%,-6%
OCCNC(=S)Nc1ccc(Oc2ccccc2)cc1,-4%,9%,?,1%,0%,-0.3%,10%,-1%,-6%,11%,16%
O=C(Cc1c[nH]c2ccccc12)Nc1nnc(C2CC2)s1,-15%,-2%,5,2%,3%,-0.1%,-24%,-10%,-2%,-1%,3%
O=C(c1ccc2c(c1)OCCO2)C1CCN(C(=O)Nc2ccccc2F)CC1,-4%,-6%,1,0%,-2%,0.5%,-23%,0%,-5%,-4%,0%
O=C1Nc2ccccc2N(O)N1c1ccc(S(=O)(=O)N2CCCCCC2)cc1,-24%,3%,-6,4%,1%,-0.8%,0%,-1%,-4%,-7%,1%
O=C(Nc1ccc2c(c1)OCO2)C1CC(c2cccc(Br)c2)=NO1 (stereo unspecified),-23%,-15%,11,-7%,-5%,-0.9%,-24%,2%,-4%,.,0%
c1ccc2c(c1)Cc1cc3ccccc3nc1-2,-1%,-3%,6,1%,-2%,-0.9%,?,3.7µM*,-2%,.,-9%
O=C(CSc1ccsc1[N+](=O)[O-])N1CCN(c2ccccc2)CC1,0%,-2%,11,1%,.,-0.6%,-32%,0%,3%,0%,-3%
